High-throughput results deposited in PubChem BioAssay by several laboratories.
Keap1 Nrf2 FP: inhibitors of human Keap1-Nrf2 protein-protein interaction; Keap1 Kelch-Nrf2 peptide fluorescence polarization, 1536-well; AID 504523; actives 0.15% (n = 340,000); Q14145; inhibition, % at 9.4 µM; in the data active means inhibition above about 12%; inconclusive means no clear call, values can overlap the other calls; inactive means below about 7.3%;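 further: human Keap1 Kelch domain with fluorescein labeled Nrf2 9mer peptide probe; 0% = neutral control wells and 100% = peptide positive control; higher means more block of Keap1 binding to Nrf2 peptide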
SR-BI DiI-HDL act: SR-BI HDL lipid transfer activation; CHO ldlA[mSR-BI] cells, DiI-HDL uptake fluorescence, 3 h; 100 = double the neutral-control signal; activation, % at 12.5 µM; actives 0.096% (n = 320,000); AID 504775;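 active means mean replicate activation of at least 60% and every replicate at or above 60%; inconclusive means mean or all-replicate condition met, but not both; inactive means mean below 60% and not all replicates reaching 60%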;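 further: 0% = median plate neutral-control signal and 100% = twice that signal; values of inactives mirror those of a sister screen read the other way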
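Test system: SR-BI-overexpressing, LDLR-lacking CHO cells; Also added: labelled HDL, 10 µg/mL; Measured by: bottom-read cell fluorescence after medium removal, ex 550/em 595 nm; Timing: 3 h uptake period with compound, 37 °C; Buffer or medium: F12, 0.5% BSA, 25 mM HEPES; Doses: single compound concentration, delivered by pin transfer.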
PvdQ inh: P. aeruginosa PvdQ acylase inhibition; purified PvdQ acylase, fluorescence plate reader; inhibition, % at 10 µM; actives 0.063% (n = 340,000); in the data active means inhibition above about 30%, passing the limit was not always enough; inconclusive means no clear call, values can overlap the other calls;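 further: 0% = vehicle neutral wells and 100% = reference inhibitor wells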
C-LANA FP: blocks KSHV LANA C-terminal domain binding to DNA. AID 504423. MBP-C-LANA/FAM-LBS DNA binding, fluorescence polarization. actives 0.078% (n = 340,000). inhibition, % at 9 µM;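 active means highest replicate inhibition at or above 60% at 9 µM, even if other replicates fall short; inactive means all replicates below 60% inhibition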;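 further: 0% = neutral control wells and 100% = 4 µM acridine orange control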
PKA-R2B activ: activators of human PKA-R2B complex; AID 504700; PKA-R2B holoenzyme dissociation, Cy5-IP20 fluorescence polarization; R2B truncated from residue 108, S112A mutant; 0% DMSO only, 100% 113 µM cGMP; activation, % at 11.4 µM; actives 0.079% (n = 340,000); P22694+P31323;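 active means activation above a cutoff set at the mean over all compounds plus 3 SD, cut at about 18% in these data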;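 further: higher means more holoenzyme dissociation and a rise in polarization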
Target sequence (P31323 whole entry, looked up, other chains not shown, the tested form may be a part): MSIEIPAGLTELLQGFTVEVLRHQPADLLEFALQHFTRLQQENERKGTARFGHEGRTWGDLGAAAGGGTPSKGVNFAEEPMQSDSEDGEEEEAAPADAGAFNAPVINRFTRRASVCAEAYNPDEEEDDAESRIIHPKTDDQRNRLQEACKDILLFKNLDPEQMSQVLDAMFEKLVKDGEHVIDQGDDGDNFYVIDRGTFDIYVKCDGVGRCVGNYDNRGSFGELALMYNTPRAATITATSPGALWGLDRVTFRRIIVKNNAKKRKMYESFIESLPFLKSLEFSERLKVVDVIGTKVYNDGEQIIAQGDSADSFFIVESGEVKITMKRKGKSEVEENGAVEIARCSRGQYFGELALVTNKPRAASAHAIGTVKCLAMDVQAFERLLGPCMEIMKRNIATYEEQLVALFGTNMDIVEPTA
SR-BI HDL uptake: inhibitors of mouse SR-BI mediated HDL lipid uptake. AID 488896. Q61009. ldlA[mSR-BI] CHO cells, DiI-HDL uptake fluorescence, 3 h. actives 0.96% (n = 320,000). inhibition, % at 12.5 µM;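 active means mean replicate inhibition of at least 70% and a set share of replicates each scoring 70 or more; inconclusive means meets just one of the two criteria; inactive means fails both criteria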;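 further: 0% = median of neutral control wells and 100% = median of positive control wells; values of inactives mirror those of a sister screen read the other way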
Arr AP2 block: human beta-arrestin and AP2 interaction inhibition; FITC-arrestin peptide / GST-AP2 beads, flow cytometry; AP2 beta2 appendage carries R879A mutation; inhibition, % at 10 µM; actives 0.31% (n = 340,000); AID 504490;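 active means inhibition above a set limit, near 3 SD of compounds lacking own fluorescence, cut at about 54% in these data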;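 further: plate controls were DMSO wells for no effect and 5 µM unlabelled arrestin peptide for full effect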
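System: GST-AP2 R879A glutathione beads | Also added: FITC-arrestin peptide, 50 nM | Times: 12 min plus 1 h, RT | Signal: Bead flow cytometry, FITC channel | Buffer or medium: PBS with 0.05% Tween 20 and 0.1% BSA | Read-out basis: Percent drop in bead-associated FITC signal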
NSD2 inh: NSD2 (human) methyltransferase inhibition | O96028 | NSD2 peptide methylation, AlphaScreen, 120 min | inhibition, % at 12.5 µM | actives 0.54% (n = 310,000); in the data active means inhibition above about 50%
DAGLB inh: diacylglycerol lipase beta (human) inhibition. Q8NCG7. HEK293T DAGLB membrane lysate, EnzChek fluorogenic substrate. inhibition, % at 5.17 µM. actives 0.059% (n = 340,000). AID 504411; in the data active means inhibition above about 34%;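 further: 0% = enzyme with vehicle and 100% = wells lacking enzyme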
Target sequence (Q8NCG7 whole entry, looked up): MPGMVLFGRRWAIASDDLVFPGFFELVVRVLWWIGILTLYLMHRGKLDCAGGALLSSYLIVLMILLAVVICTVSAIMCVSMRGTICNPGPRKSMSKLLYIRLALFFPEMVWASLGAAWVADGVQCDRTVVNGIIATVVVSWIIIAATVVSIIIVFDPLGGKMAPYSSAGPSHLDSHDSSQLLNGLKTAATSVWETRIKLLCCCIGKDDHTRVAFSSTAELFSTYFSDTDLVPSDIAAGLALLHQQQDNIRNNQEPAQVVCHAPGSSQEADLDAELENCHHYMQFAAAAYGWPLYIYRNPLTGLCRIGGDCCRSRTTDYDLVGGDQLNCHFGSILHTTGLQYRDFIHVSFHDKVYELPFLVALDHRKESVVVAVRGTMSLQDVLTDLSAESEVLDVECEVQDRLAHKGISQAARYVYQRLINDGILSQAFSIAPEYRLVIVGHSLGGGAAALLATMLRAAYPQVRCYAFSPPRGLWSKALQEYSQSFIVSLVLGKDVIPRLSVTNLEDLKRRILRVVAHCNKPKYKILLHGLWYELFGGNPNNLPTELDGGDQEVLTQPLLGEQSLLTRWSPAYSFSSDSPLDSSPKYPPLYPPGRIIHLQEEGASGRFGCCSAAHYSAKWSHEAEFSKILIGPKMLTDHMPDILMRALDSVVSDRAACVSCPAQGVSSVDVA
RTF Ca sens inh: cardiac RTF calcium desensitization | P19429+P45379 | IANBD-labeled cardiac RTF, Ca2+ fluorescence | inhibition, % at 7.15 µM | actives 0.12% (n = 340,000) | AID 493244;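 active means inhibition above the mean inhibition of all tested compounds plus 3 SD, cut at about 17% in these data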;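 further: assay run at fixed EC70 calcium of 1.6 mM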
* = called active by the depositor; ? = inconclusive; . = not tested or not shown.

SMILES	Keap1 Nrf2 FP	SR-BI DiI-HDL act	PvdQ inh	C-LANA FP	PKA-R2B activ	SR-BI HDL uptake	Arr AP2 block	NSD2 inh	DAGLB inh	RTF Ca sens inh
COc1cc(C2C(C#N)=C(N)Oc3cc(N)ccc32)cc(OC)c1OC (configuration not stated)	-2.5	-16.8	-7.2	0.6	-11.0	16.8	9.7	1.5	0.9	-3.7
O=C(CN1CCOCC1)N/N=C/c1cc2ccccc2nc1Cl	-8.0	16.9	-6.0	2.3	2.3	-16.9	-4.8	3.5	0.1	3.5
CC(NC(=O)c1ccc(Cl)s1)C1CCCO1 (configuration not stated)	1.0	4.5	-8.3	1.8	-5.0	-4.5	0.6	-1.7	1.1	2.7
COc1ccc(-c2nc(C#N)c(N3CCC(C(N)=O)CC3)o2)cc1	-6.6	-12.3	-35.3	-0.1	-4.1	12.3	3.5	2.7	0.2	-0.3
O=C(CCNC(=O)c1ccc([N+](=O)[O-])cc1)NC1CCCCC1	0.5	4.0	3.0	0.7	-7.2	-4.0	2.2	-3.5	0.7	-28.4
Cc1ccc(S(=O)(=O)N2CCN(C(=O)CN(Cc3ccco3)Cc3cccs3)CC2)cc1	0.4	-2.7	-2.4	0.6	-9.6	2.7	13.3	-1.8	-4.9	0.2
Cc1ccc(C)c(N2CCN(C(=O)CCNC(=O)Cn3ccc4ccccc4c3=O)CC2)c1	0.9	-15.2	12.0	0.6	5.7	15.2	2.9	-0.6	-0.2	-2.7
O=S(=O)(c1ccc(Cl)c(NC(=S)N/N=C/c2c(F)cccc2F)c1)N1CCOCC1	5.3	-67.3	4.6	-1.2	-4.9	67.3	6.9	-0.2	-0.3	2.1
O=C1CC(N2CCC(c3nc4ccccc4o3)CC2)C(=O)N1c1ccc(Cl)c(C(F)(F)F)c1 (configuration not stated)	-0.1	-34.8	-2.3	-0.3	3.9	34.8	-2.4	-6.5	0.2	0.5
CCOC(=O)N1CCN(CC(=O)N2c3ccccc3CCc3ccccc32)CC1	-1.9	.	-5.9	0.2	8.7	.	5.7	-3.7	-3.6	-2.9
Cc1ccc(S(=O)(=O)NCCNc2ccc([N+](=O)[O-])cc2)cc1	1.2	9.8	-7.6	-1.5	1.3	-9.8	5.0	2.7	2.5	-1.1
CNS(=O)(=O)c1cccc(C(=O)OCc2csc(-c3ccccc3)n2)c1	-4.1	-30.1	-1.1	0.9	-4.6	30.1	-11.9	0.4	-1.6	1.9
COc1ccc(-c2nc(N)n(C(=O)c3ccccc3)n2)cc1	-5.8	-6.4	-9.3	0.4	-1.6	6.4	-0.2	0.2	-2.1	-6.9
CCN(CC)CCCNC(=O)c1cc2nc3c(c(C(F)(F)F)n2n1)CCc1ccccc1-3	-2.4	-14.6	-16.9	1.6	-1.8	14.6	-6.0	13.3	1.4	-2.9
CN1CCN(S(=O)(=O)c2ccc(NS(=O)(=O)c3ccccc3)cc2)CC1	1.2	32.9	-12.1	-0.1	3.7	-32.9	-10.2	-3.0	0.3	-8.7
Cc1ccc(Cl)cc1-c1ccc(/C=N/n2cnnc2)o1	2.1	24.2	2.3	-1.0	-5.0	-24.2	63.3*	-0.4	-2.5	8.3
COC(=O)c1ccc(COC(=O)CCNS(=O)(=O)c2ccc(C)c(C)c2)cc1	7.3	-7.6	-13.2	0.5	-12.7	7.6	-1.3	-2.1	-3.2	-8.1
CC(C)CN(CC(C)C)C(=O)C12CCC(C)(C(=O)O1)C2(C)C (configuration not stated)	0.0	?	-5.8	-1.8	-14.6	-68.0	-6.1	-1.9	-2.0	-4.9
CC[C@]12c3[nH]c4ccccc4c3CCN1C(=O)C(CC(=O)NCc1cccc(C(F)(F)F)c1)C[C@@H]2C(=O)N1CCN(C(=O)C2CC2)CC1 (some centres not stated)	-4.6	-22.4	-7.6	-0.6	-2.0	22.4	-8.2	.	4.3	-3.6
CCC(C)c1ccc(O)c(NC(=S)NC(=O)c2cccnc2)c1 (configuration not stated)	-5.4	-3.9	-17.0	-1.7	-2.3	3.9	4.0	0.0	-0.1	-4.6
COc1ccc(OC)c(C2=NOC(C(=O)NCC3CCCO3)C2)c1 (configuration not stated)	-2.3	-27.1	6.9	-2.6	3.4	27.1	-1.7	0.1	0.4	-3.3
O=C(CN1C(=O)/C(=C\c2cccc(Cl)c2)Sc2ccccc21)NCCCN1CCOCC1	-2.1	-17.7	-2.6	-0.2	-6.6	17.7	-5.9	2.8	3.8	-5.2
CC1CN(C(=O)COC(=O)[C@@H]2CC(O)CN2S(=O)(=O)c2ccc3c(c2)OCCO3)CC(C)O1 (some centres not stated)	-7.8	43.8	-14.5	0.1	6.2	-43.8	-5.8	-2.9	-1.4	2.9
CC1CCN(C(=O)c2ccc(CNS(=O)(=O)c3ccc(C(C)(C)C)cc3)cc2)CC1	0.2	-14.1	0.2	-3.1	-17.0	14.1	9.4	-0.3	-6.3	-7.5
N#Cc1c(C(F)(F)F)cc(-c2ccc(Cl)cc2)[nH]c1=O	-1.4	.	-53.8	-3.8	-2.7	-20.5	9.5	.	13.9	0.6

Random excerpt: 2 entries already listed, in no set order.
SMILES	Keap1 Nrf2 FP	SR-BI DiI-HDL act	PvdQ inh	C-LANA FP	PKA-R2B activ	SR-BI HDL uptake	Arr AP2 block	NSD2 inh	DAGLB inh	RTF Ca sens inh
CC(C)CN(CC(C)C)C(=O)C12CCC(C)(C(=O)O1)C2(C)C (configuration not stated)	0.0	?	-5.8	-1.8	-14.6	-68.0	-6.1	-1.9	-2.0	-4.9
CN1CCN(S(=O)(=O)c2ccc(NS(=O)(=O)c3ccccc3)cc2)CC1	1.2	32.9	-12.1	-0.1	3.7	-32.9	-10.2	-3.0	0.3	-8.7

New compounds follow.
SMILES	Keap1 Nrf2 FP	SR-BI DiI-HDL act	PvdQ inh	C-LANA FP	PKA-R2B activ	SR-BI HDL uptake	Arr AP2 block	NSD2 inh	DAGLB inh	RTF Ca sens inh
CCc1ccc(NC(=O)CN2C(=O)CSC2=O)cc1	-4.1	18.2	-13.6	-3.2	-3.8	-18.2	0.8	-0.5	3.0	4.4
COc1cc(NC(=O)Cc2ccccc2)ccc1NC(=O)Cc1ccccc1	-3.2	6.2	2.3	.	1.9	-6.2	9.5	0.3	-4.4	-2.7
CCS(=O)(=O)N1CCN(S(=O)(=O)c2ccc3c(c2)OCCO3)CC1	0.5	.	7.6	-2.0	-6.3	.	28.7	-4.3	-1.1	-28.9
CC(C)C[C@@H](CNCC(=O)[C@H](Cc1ccccc1)NC(=O)c1[nH]cnc1C(=O)N[C@@H](C)CN)NC(=O)c1nc[nH]c1C(=O)N[C@@H](CC(=O)O)C(=O)O	-8.2	9.3	-6.0	1.6	-9.1	-9.3	2.8	.	0.0	-0.3
O=C(Nc1ccccc1C(=O)NC1CCCC1)NC1CCCC1	2.1	5.7	-17.1	2.0	0.6	-5.7	2.9	2.0	-0.1	-2.7
COc1ccc(NC(=O)C(Sc2nnc3ccccn23)c2ccccc2)cc1Cl (configuration not stated)	2.8	82.4*	5.1	2.2	-11.6	-82.4	23.6	0.2	1.5	0.0
CC1(C)CC(=O)C(C(O)c2ccc([N+](=O)[O-])cc2)C(C)(C)N1 (configuration not stated)	3.6	-6.3	-16.2	0.6	-5.7	6.3	-5.4	3.8	0.9	-15.2
CN(C(=O)CSc1nnc(-c2ccccc2F)o1)c1ccccc1	0.1	6.7	7.5	-1.5	7.2	-6.7	19.2	-5.1	2.2	-9.2
CCOC(=O)Cn1ccc(O)c(Cc2ccc(Cl)cc2Cl)c1=O	2.2	-13.0	-11.1	4.0	0.4	13.0	-9.2	-0.1	-0.3	-4.8
CC(C)CCNC(=O)CSc1nc2ccccc2s1	3.3	-17.1	2.4	-0.6	-0.2	17.1	35.9	2.0	-2.0	4.2
CCOc1ccc(Nc2nc3ccccc3n2C)cc1	1.5	0.8	-13.8	-1.0	0.9	-0.8	-10.3	15.1	3.4	-1.3
CCOC(=O)C1=C(C)N(C)C(C)=C(C(=O)OCC)C1c1ccccn1	-1.0	27.0	-7.6	-1.1	-5.0	-27.0	2.2	.	-1.2	-14.8
CCOC(=O)N1CCC(N2CCN(S(=O)(=O)c3ccc4ccccc4c3)CC2)CC1	-2.9	14.2	-1.8	0.2	7.8	-14.2	18.1	0.7	-0.6	-6.3
CCCCN1C(=O)c2ccc(C(=O)OCC(=O)N3CCN(c4ccccc4)CC3)cc2C1=O	-0.3	0.4	-10.9	-1.9	-19.6	-0.4	-11.5	-0.5	-3.2	-6.5
CCOC(=O)c1cc2occc2n1Cc1c(F)cccc1Cl	-2.1	-3.2	-9.2	-1.2	-6.6	3.2	-8.5	2.9	-4.1	-50.0
COCCNc1c2c(c(C#N)c3nc4ccccc4n13)CCCC2	-3.3	-2.8	-7.6	0.7	7.2	2.8	21.2	-3.0	3.1	0.5
Cc1noc(NS(=O)(=O)c2ccc(NC(=O)CCN3C(=O)c4ccccc4C3=O)cc2)c1C	-1.8	2.2	0.0	-2.6	6.1	-2.2	5.4	-1.7	-5.9	-8.0
CC(C)(Oc1ccc(Cl)cc1)C(=O)NNC(=O)c1ccc(Br)o1	-4.0	9.8	-5.1	0.7	2.2	-9.8	4.7	-1.2	-3.7	-4.2
CC(C)[C@H](NS(=O)(=O)c1ccccc1)C(=O)OCC(=O)NC1CCCCC1	-2.6	8.0	-5.7	2.4	6.8	-8.1	21.2	-0.8	3.4	-6.0
COc1ccc(CCNC(=O)c2ccc(=O)[nH]c2)cc1OC	-7.5	.	-12.1	0.9	-4.5	.	-12.8	15.7	-0.5	-4.1
CCN(CC)c1ccc(-c2sc(Nc3ccccc3)n[n+]2-c2ccc(F)cc2)cc1	-16.0	-23.6	-28.3	4.7	1.6	23.6	1.9	.	-0.3	-24.7
O=C1CCCN2N=C(SCC(=O)Nc3ccc(Cl)cc3)SC2=N1	-0.6	.	-14.3	-1.6	5.1	.	-11.5	2.5	0.8	-8.2
COc1ccccc1-c1n[nH]c(=S)n1N	-0.3	-2.3	-10.2	-1.0	3.4	2.3	-34.9	-3.3	2.2	-9.9
O=C(CSc1nccn1Cc1ccco1)Nc1cccc(F)c1	6.4	25.1	18.7	0.9	3.0	-25.1	16.2	1.2	-1.3	-1.6
O=C1CSC(c2cccnc2)N1CC1CC1 (configuration not stated)	1.0	27.1	-3.9	-0.2	-3.8	-27.1	36.0	10.5	-2.8	-6.4
CN(CC(=O)NCCc1ccc(S(N)(=O)=O)cc1)CC(=O)Nc1ccccc1Cl	-4.3	4.2	-11.6	-0.8	5.9	-4.2	-4.9	-0.5	2.1	-5.6
